S3 lipid droplet: qHTS Assay for Lipid Storage Modulators in Drosophila S3 Cells | Drosophila S3 cells, BODIPY lipid droplet fluorescence, 18-24 h; cells fed with added oleic acid | lipid storage change, negative = inhibition, % at the top dose, mostly 46.1 µM; hits show Potency in µM | 0.64% of 320,000 active | AID 2685; active means well fitted inhibition curve with a large enough effect in the signal ratio, with a control signal flat, not every such curve was filed as active; inconclusive means small, poorly fitted or top-dose-only effect, or effect the other way, or a change in a side signal; the % refers to the signal ratio
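Laser-scanning cytometry quantifies lipid droplet accumulation (500–530 nm total intensity; droplet/cell object ratio) in oleic acid-fed (400 uM added) Drosophila S3 cells treated with a concentration series. 20 uM Triacsin C defined 100% inhibition.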
S3 lipid droplet cell count max: second read-out of S3 lipid droplet, no call of its own (marks repeat the call); cell number change, %; measured here: cell count max response;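 cells counted by Cell Tracker Red CMTPX staining in the red channel; peak over a dose series mostly up to 46.1 µM; percent activity relative to internal control wells on each plate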
Starred values were filed as active, the others as inactive; i = inactive; ? = inconclusive; nt = no result given; [ ] = remark or other dose. On the % scale 0 is the no-effect control and ±100 the full control effect; potency means the concentration at half of the fitted maximal effect. Only part of the results is shown; the hit share may differ from the screen's.

Value order: S3 lipid droplet, S3 lipid droplet cell count max
Nc1ccc(C(=O)OCC(=O)NC2CC2)cc1[N+](=O)[O-]
    ?, nt
CSc1nc2ccccc2n1CC(=O)N1CCCCC1
    ?, nt
CCOC(=O)N1CCN(C(=O)c2ccc(CN(c3ccc(C)c(C)c3)S(C)(=O)=O)cc2)CC1
    ?, nt
Cc1cc(C)cc(NC(=S)N2CCN(c3ncccn3)CC2)c1
    11%, 10
O=C(CN1CCCc2ccccc21)Nc1ccc(F)cc1[N+](=O)[O-]
    3%, 16
O=C(Nc1nc2ccccc2[nH]1)C1CCN(C(=O)c2ccc(F)cc2)CC1
    ?, nt
COC(=O)c1ccc(NC(=O)CSc2ccc(-c3ccccn3)nn2)cc1
    ?, nt
O=C(c1ccc([N+](=O)[O-])s1)N1CCCc2ccccc21
    ?, nt
Nc1n[nH]c(CO)n1
    -20%, 1
Cn1c(Cc2ccccc2)nnc1SCC(=O)Nc1cccc(S(=O)(=O)NC2=NCCCCC2)c1
    ?, nt
CCN(CC(=O)NCc1cccs1)C(=O)c1cc(S(=O)(=O)N2CCCCC2)ccc1Cl
    ?, nt
Cc1ccc(NS(=O)(=O)c2cccc(C(=O)N3CCCC(C)C3)c2)cc1 (centres undefined)
    ?, nt
COc1ccccc1CCNS(=O)(=O)c1c(C)n(C)c(=O)n(C)c1=O
    ?, nt
CC1=NN(C(C#N)c2ccccc2)C(C)(C)C1 (centres undefined)
    30%, 18
CCn1nc(C)c(CN2CCC(C(=O)Nc3cccc(-c4cccc(F)c4)c3)CC2)c1C
    i, -5
CCOC(=O)c1oc2cc(OCC(N)=O)ccc2c(=O)c1-c1ccc(OC)c(OC)c1
    ?, nt
C=CCNC(=S)NNC(=O)c1ccccc1
    i, nt
COc1ccc(CNC(=O)CCc2c(C)nc3cc(-c4ccccc4OC)nn3c2C)cc1
    ?, nt
Cc1nc(C(=O)N2CCc3c([nH]c4ccccc34)C2c2cc(F)ccc2F)cs1 (centres undefined)
    -17%, -14
O=C(c1cc2sccc2n1Cc1ccccc1)N1CCN(c2nc3ccccc3s2)CC1
    -11%, -6
Cc1ccc(CC(=O)NNC(=O)c2ccncc2)cc1C
    -33%[0.0737 µM], -10
O=C(CSc1nc(=O)n2ccccc2n1)N1CCCc2ccccc21
    ?, nt
CC(C)NC(=O)CN1CCN(Cc2nc(C(c3ccccc3)c3ccccc3)no2)CC1
    ?, nt
Cc1ccc(N=Cc2c(O)cc(C)oc2=O)c(C)c1
    ?, nt
CC(=O)Nc1nonc1NC(=O)CSc1nc2ccccc2o1
    -14%, 2
Cc1ccc(-c2csc3ncnc(SCC(=O)c4ccc5c(c4)OCCO5)c23)cc1
    5.2µM*, -24*
CCOC(=O)C1=C(N)N2C(=O)C(C)SC2=C(C(=O)OC)C1c1cccc(OC)c1 (centres undefined)
    ?, nt
COc1cc(/C=C2/SC(=NCc3ccccc3)N(Cc3ccccc3)C2=O)ccc1O
    ?, nt
Cc1ccc(OCC(=O)N2CCc3ccccc32)cc1
    ?, nt
CCCn1c(=O)c2ccccc2n2c(SCCOc3ccc(C)cc3)nnc12
    13%, -13

Single entries from the list.
For S3 lipid droplet cell count max, `Cc1nc(C(=O)N2CCc3c([nH]c4ccccc34)C2c2cc(F)ccc2F)cs1` (centres undefined) reads -14
For S3 lipid droplet cell count max, `CCCn1c(=O)c2ccccc2n2c(SCCOc3ccc(C)cc3)nnc12` reads -13

(list continues)
Value order: S3 lipid droplet, S3 lipid droplet cell count max
CCc1ccc([C@@H]2CC=C(C(=O)O)[C@H](c3ccccc3)N2S(=O)(=O)c2ccc(C)cc2)cc1
    ?, nt
O=C1c2cccc3cccc(c23)C(=O)N1c1nncs1
    ?, nt
CCOc1ccc(-c2c(C(=O)N/N=C(\C)c3cccs3)nnn2-c2nonc2N)cc1
    -3%, 3
COc1cccc(C(=O)NCCS(=O)(=O)N2CCC(C)CC2)c1
    27%, nt
CC(C)Oc1ccc(C(=O)Nc2nc3ccccc3[nH]2)cc1
    ?, nt
CCCCCC(=O)Nc1nnn(CCC)n1
    ?, nt
CCC(NC(=O)c1ccccc1NC(=O)C(C)(C)C)C(=O)N1CCCC1 (centres undefined)
    ?, nt
CCOC(=O)c1cnc2c(c(C)nn2-c2ccc(C)cc2)c1Cl
    i, 7
O=[N+]([O-])c1cnc2nc(-c3ccncc3)nn2c1O
    ?, nt
O=S(=O)(Cc1ccccc1Cl)N1CCCC1
    14%, 13
Cn1c2c(c(=O)n(C)c1=O)C(c1ccccc1F)C(C#N)=C(N)O2 (centres undefined)
    ?, nt
Cc1cccc(N2CCN(Cc3nc(-c4ccc(F)cc4F)oc3C)CC2)n1
    14%, 8
CCN(CC)S(=O)(=O)c1ccc(C(=O)N2CCN(CCN3C(=O)c4cccc5cccc(c45)C3=O)CC2)cc1
    ?, nt
COC(=O)Nc1[nH]ncc1[N+](=O)[O-]
    14%, 3
COc1ccc(-c2nnn(Cc3ccccc3F)n2)cc1
    1%, -16
O=C(COC(=O)c1ccc(F)c(S(=O)(=O)N2CCCCC2)c1)NCc1ccc(F)cc1
    ?, nt
Cc1ccnc(N2CCCC(C(=O)NCc3cccs3)C2)n1 (centres undefined)
    5%, 2
Cc1cccc(N2CCN(C(=O)C3COc4ccccc4O3)CC2)c1C (centres undefined)
    ?, nt
CN1C2CCC1CC(NC(=O)c1cc(S(=O)(=O)N(C)C)c(Cl)cc1Cl)C2 (centres undefined)
    12%, 2
COC(=O)C1=C(C)N(c2ccc(S(N)(=O)=O)cc2)C(=O)C1
    ?, nt
CCc1nn(CCCC(=O)Nc2ccc(C)c(C)c2)c(=O)c2cc3occc3n12
    ?, nt
CCC1CCCCN1S(=O)(=O)c1ccc(C(=O)Nc2nnc(-c3cccs3)o2)cc1 (centres undefined)
    ?, nt
CCOc1ccc(OCc2cccc(C(=O)N3CCOCC3)c2)cc1
    ?, nt
CCc1c(C)nc(SCC(=O)Nc2ccc3c(c2)OCCO3)[nH]c1=O
    6%, 10
Cc1ccc(NC(=O)C2=CC(c3cccs3)=NS(=O)(=O)N2C)cc1
    ?, nt
CCCn1c(NCCO)nc2ccccc21
    -5%, -3
CC(=O)c1ccc(OCC(O)CN2CCN(CC(O)COc3ccc(C(C)=O)cc3)CC2)cc1 (centres undefined)
    8%, 4
O=C(NCN1CCN(c2ccccc2)CC1)c1cnccn1
    i, 20
Cc1nn(-c2ccccc2)c(Cl)c1C(=O)Nc1ccccc1
    ?, nt
Cn1c(/C(C#N)=C(\O)c2ccc(S(=O)(=O)N3CCCCC3)cc2)nc2ccccc21
    ?, nt

Quoted at random: 3 compounds from above.
Value order: S3 lipid droplet, S3 lipid droplet cell count max
CCc1ccc([C@@H]2CC=C(C(=O)O)[C@H](c3ccccc3)N2S(=O)(=O)c2ccc(C)cc2)cc1
    ?, nt
CCCn1c(NCCO)nc2ccccc21
    -5%, -3
CCOc1ccc(-c2c(C(=O)N/N=C(\C)c3cccs3)nnn2-c2nonc2N)cc1
    -3%, 3

Additional records:
Value order: S3 lipid droplet, S3 lipid droplet cell count max
Cc1onc(-c2ccccc2)c1C(=O)Nc1nc2c(s1)C(=O)CC(C)(C)C2
    ?, nt
O=C1Nc2ccccc2C12Nc1ccccc1-c1nc3ccccc3n12 (centres undefined)
    ?, nt
CCc1cccc(OCC(=O)Nc2ccc(S(=O)(=O)N3CCCC3)cc2)c1
    ?, nt
O=C(Cc1nn[nH]n1)Nc1ccc(F)cc1F
    -12%, 3
COC(=O)c1sc(NC(=O)CSc2nnnn2-c2ccc(C)cc2C)nc1C
    ?, nt
CC(C1CC1)N(Cc1ccccc1)C(=O)NC(=O)c1ccc(F)cc1 (centres undefined)
    ?, nt
COc1cc(/C=C/C(=O)OCC(=O)N2CC(=O)Nc3ccccc32)ccc1O
    ?, nt
O=C(c1ccco1)N1CCN(C(=O)c2cn(-c3ccccc3)nc2-c2ccc(F)cc2)CC1
    ?, nt
Cc1ccc2cc(/C=N/NC(=O)[C@@H]3CCCN3)c(Cl)nc2c1
    3%, 1
CCCCN1C(=O)/C(=C2/Sc3ccc(OC)cc3N2CC)SC1=S
    i, -2
O=C(CSc1ncn[nH]1)Nc1c(F)cc(F)cc1Br
    ?, nt
CCOc1c2ccc(C(=O)NCc3ccco3)cc2nn1CCOC
    0%, -4
CC(=O)Nc1ccc(NC(=O)c2ccc(NC(=O)c3ccccc3)cc2)cc1
    ?, nt
CC(C)NC1CS(=O)(=O)CC1O (centres undefined)
    ?, nt
O=C(Cn1nc(C(=O)O)c2ccccc2c1=O)NCCC1=CCCCC1
    ?, nt
COc1ccc(-c2cc(C3CCN(C(=O)OC(C)(C)C)CC3)[nH]n2)cc1
    -22%, -20
COc1ccc(OC)c(/C(O)=C/C(=O)C(=O)Nc2ccccc2OC)c1
    ?, nt
Cc1ccccc1NC(=O)c1cc([N+](=O)[O-])ccc1NCCN1C(=O)CCC1=O
    -18%, nt
O=C(CCCCn1c(=O)[nH]c2ccccc2c1=O)NCCc1c[nH]c2ccccc12
    ?, nt
O=C(c1ccccc1Br)N1CCCC(c2nc(-c3cccs3)no2)C1 (centres undefined)
    i, nt
Cc1ccc(NC(=O)CSc2nc(N)cc(=O)[nH]2)cc1Cl
    -14%, 22
Cn1c(=O)c2c(nc(N3CCCCCC3)n2CC(O)COc2ccc(Cl)cc2)n(C)c1=O (centres undefined)
    -1%, 5
COc1ccc(-c2cc(-c3n[nH]c(=S)n3-c3ccccc3Cl)[nH]n2)cc1
    ?, nt
CC(C)(C)c1ccc(C(=O)NNC(=O)Cc2ccccc2)cc1
    ?, nt
CC1CCc2c(C(=O)Nc3cccc(-c4nn[nH]n4)c3)csc2C1 (centres undefined)
    ?, nt
Cc1cnn(Cc2cccnc2)c1N
    16%, 9
CS(=O)(=O)c1ccc2nc(NC(=O)c3ccccc3Cl)sc2c1
    ?, nt
O=C(CSc1n[nH]c(=O)n1Cc1ccco1)Nc1ccccc1Cl
    ?, nt
COc1cccc(/C(O)=C2/C(=O)C(=O)N(Cc3cccnc3)C2c2ccco2)c1 (centres undefined)
    9%, 4
CCOC(=O)C1=C(C)NC(C)=C(C(=O)OCC)C1c1cccs1
    ?, nt

Value order: S3 lipid droplet, S3 lipid droplet cell count max
CCN(CC)S(=O)(=O)c1ccc(NC(=O)CCN2C(=O)C3CC=CCC3C2=O)cc1 (centres undefined)
    ?, nt
Cc1cccc(-c2nnc(SCc3cc(=O)[nH]c4ccccc34)n2C)c1
    ?, nt
CCCCOC(=O)/C(=C/C=C/c1ccccc1)NC(=O)c1ccccc1
    -10%, -12
CCSc1ccccc1C(=O)n1nnc2ccccc21
    ?, nt
O=C(/C=C/c1ccc([N+](=O)[O-])s1)N1CCCC1
    ?, nt
COc1ccccc1C(=O)N/C(=C\c1cn(C)c2ccccc12)C(=O)N1CCOCC1
    i, -7
CCOC(=O)c1[nH]c(C)c(C(=O)NCCCOC(C)C)c1C
    i, nt
Cc1oc(-c2cccc(F)c2)nc1CN1CCCCC1CCn1cccn1 (centres undefined)
    ?, nt
N=c1sccn1CC(=O)N1N=C(c2ccc(Cl)cc2)CC1c1ccco1 (centres undefined)
    ?, nt
CC(=O)c1ccc(NC(=O)[C@@H]2CCCN2C(=O)OC(C)(C)C)cc1
    ?, nt
Cc1ccc(SCC(=O)OCC(=O)N(C)C2CCS(=O)(=O)C2)cc1C (centres undefined)
    ?, nt
COc1cccc(C(=O)Nc2cc3c(cc2Br)OCCCO3)c1
    ?, nt
CCOc1ccc(CNc2ccc3c(c2)nc(C)n3C)cc1
    ?, nt
CN(CC(=O)NC(=O)Nc1ccccc1F)Cc1ccccc1
    ?, nt
Cc1ccc(N2CC(C(=O)OCC(=O)Nc3ccc(F)cc3F)CC2=O)cc1 (centres undefined)
    5%, 1
O=C(O)CSCCOc1ccc(OCCSCC(=O)O)cc1
    1%, 3
CC1=CCC2C(=O)N(c3cccc(C(=O)N(C)C4CCCCC4)c3)C(=O)C2C1 (centres undefined)
    ?, nt
CCCCNC(=O)Cc1c(O)c2ccccc2[nH]c1=O
    19%, 10
Cc1cc(C)cc(NC(=S)Nc2ccc(Cl)c(Cl)c2)c1
    ?, nt
O=C(NCCCN1CCOCC1)c1ccc(CS(=O)(=O)Cc2ccc(Cl)cc2)o1
    ?, nt
O=C(/C=C/c1ccco1)NCc1ccco1
    -8%, -1
CCOc1ccc(S(=O)(=O)N2CCCC(C(=O)NCc3ccncc3)C2)cc1 (centres undefined)
    i, 5
COc1ccc(S(=O)(=O)N2CCN(C(=O)Cc3ccsc3)CC2)cc1
    ?, nt
Cc1ccccc1CNC(=O)c1ccccc1N
    ?, nt
CCOC(=O)c1cccc(NC(=O)c2cc(C)nn2-c2ccccc2)c1
    2%, 13
CC1CN(CCCCOc2ccc(C(C)C)cc2)CC(C)O1 (centres undefined)
    ?, nt
CC1=C(C(N)=O)C(c2cccnc2)n2nc(-c3cccc(Cl)c3)nc2N1 (centres undefined)
    ?, nt
Cc1ccc(C2(C)NC(=O)N(Cc3c(C)noc3C)C2=O)cc1 (centres undefined)
    ?, nt
COc1ccc2oc(-c3ccccc3)c(C(=O)O)c2c1
    ?, nt
CCCCC(CC)C(=O)NCc1ccccc1OC (centres undefined)
    17%, 9
COc1ccccc1NC(=O)c1ccc(NC(=O)C2COc3ccccc3O2)cc1 (centres undefined)
    i, 10
